Screens from PubChem.
RORg inh – ROR gamma (mouse) transcription inhibition. P51450. Drosophila S2 Gal4-RORgamma UAS-luciferase reporter, 20 h. 310,000 compounds, 5.4% hits. Potency, µM (top dose mostly 53.6 µM), inactives show at the top dose activity change, negative = inhibition, actives largely listed as inhibitors; further: potency means the concentration at half of the fitted maximal effect; on the % scale 0 is the no-effect control and ±100 the full control effect; nearly all actives have a fitted effect of over 60% in size
Target sequence (P51450 whole entry, looked up, the tested form may be a part): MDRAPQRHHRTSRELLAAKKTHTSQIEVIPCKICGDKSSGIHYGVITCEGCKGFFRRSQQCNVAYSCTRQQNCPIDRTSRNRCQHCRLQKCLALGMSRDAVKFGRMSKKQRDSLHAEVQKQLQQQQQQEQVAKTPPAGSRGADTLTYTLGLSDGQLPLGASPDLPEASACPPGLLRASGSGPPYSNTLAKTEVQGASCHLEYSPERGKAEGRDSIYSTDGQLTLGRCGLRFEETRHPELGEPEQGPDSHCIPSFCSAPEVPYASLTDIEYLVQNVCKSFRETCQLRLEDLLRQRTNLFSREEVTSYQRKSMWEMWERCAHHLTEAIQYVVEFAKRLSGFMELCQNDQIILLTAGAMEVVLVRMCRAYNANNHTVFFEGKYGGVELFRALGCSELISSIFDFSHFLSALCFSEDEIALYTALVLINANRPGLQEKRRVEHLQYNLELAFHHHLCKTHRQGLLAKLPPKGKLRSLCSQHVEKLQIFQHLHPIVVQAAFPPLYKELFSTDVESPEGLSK
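Luminescence from a UAS-regulated Photinus luciferase reporter in stably transfected Drosophila Schneider cells is measured; decreased signal marks ROR gamma inhibition. Fusion expression is induced by 700 uM copper sulfate for 20 hr.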
Giardia kill – kills Giardia lamblia; Giardia lamblia trophozoite viability; activity change, % at 7.66 µM, hits read low; 340,000 compounds, 0.15% hits; AID 540267; in the data active means activity change below about -80%; inconclusive means between about -30% and that limit;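 further: parasites exposed to compound for two days anaerobically before the ATP read; on the % scale 0 is the no-effect control and ±100 the full control effect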
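Killing of trophozoites was scored by loss of ATP luminescence after a 48 hrs anaerobic exposure to compounds at 37 deg C, using 100 cells per well.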
KCNH2 3.1 block – KCNH2 3.1 (human) potassium channel inhibition; U2OS KCNH2 3.1, thallium flux FluxOr; stronger effect = lower value; activity change, % (tested at about 1.8 µM); 340,000 compounds, 0.95% hits;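 active means maximum activity change below -70%; inconclusive means maximum activity change from -70% to -50%; inactive means maximum activity change above -50%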;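 further: thallium influx rate constant from kinetic fluorescence after stimulation buffer; on the % scale 0 is the no-effect control and ±100 the full control effect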
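Kinetic fluorescence (2 min after stimulation buffer) measures Tl+ influx through KCNH2 3.1 expressed by viral transduction in U2OS cells; the rate constant is normalized against DMSO controls serving as positive and negative references.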
Rab9 prom act – Rab9 promoter activation. Huh7 Rab9 promoter-luciferase reporter, luminescence, 24 h. Potency, µM (top dose mostly 9.22 µM), inactives show top-dose activation, negative = inhibition, most hits filed as activators. 320,000 compounds, 2.8% hits. AID 485297; further: potency means the concentration at half of the fitted maximal effect; % of control where 0% means no effect; nearly all actives have a fitted effect of over 60% in size
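Steps: seed 1500 Huh7 Rab9-luc cells per well, rest 2 h at 37 °C; add compound in DMSO; incubate 24 h; add luciferase reagent, 10 min ambient; read luminescence.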
Gal4-VP16 FLuc – inhibits Gal4-VP16 luciferase reporter, ROR gamma counter-screen | Drosophila S2 Gal4-VP16 UAS-luciferase, luminescence, 20 h | Potency, µM (doses to about 53.6 µM), without a hit: top-dose activity, negative = inhibition, actives largely listed as inhibitors | 310,000 compounds, 3.5% hits | AID 2546;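 further: Gal4-VP16 expression switched on by copper sulfate through the metallothionein promoter; potency means the concentration at half of the fitted maximal effect; on the % scale 0 is the no-effect control and ±100 the full control effect; nearly all actives have a fitted effect of over 50% in size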
uPA generation – cell surface uPA generation inhibition | cell surface uPA generation assay, qHTS | Potency, µM (titrated, usually from 38.3 µM), without a hit: at the highest dose activity change, negative = inhibition, usual class: inhibitors | 330,000 compounds, 0.31% hits; active means well fitted inhibition curve with a large enough effect; inconclusive means small, poorly fitted or top-dose-only effect; inactive means no such curve, though single readings can be large or run the other way; tested in mouse RAW 264.7 cells; further: potency means the concentration at half of the fitted maximal effect; on the % scale 0 is the no-effect control and ±100 the full control effect; nearly all actives have a fitted effect of over 55% in size
ELG1 genotox – genotoxicity induction in ELG1-luciferase HEK293T cells; 330,000 compounds, 1.3% hits; Potency, µM (doses to about 46 µM), without a hit: at the highest dose activity change, positive = activation, hits mostly activators; HEK293T ELG1-luciferase reporter, luminescence, 16 h; AID 504466; further: potency means the concentration at half of the fitted maximal effect; % of control where 0% means no effect; nearly all actives have a fitted effect of over 60% in size
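DMSO vehicle served as control against compound-treated ELG1-luciferase HEK293T cells; exposure lasted 16 hr at 37 °C and 5% CO2, followed by ONE-Glo luminescence detection after 30 min.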
FLuc modulator – inhibits or activates purified firefly luciferase, miR-21 counter-screen | purified FLuc, Km substrates, luminescence inhibition | Potency, µM (titrated, usually from 57.5 µM), for inactives: top-dose activity change, negative = inhibition, usual class: inhibitors | 360,000 compounds, 6.9% hits | AID 588342;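 further: potency means the concentration at half of the fitted maximal effect; plate controls were vehicle for no effect and reference inhibitor for full effect; nearly all actives have a fitted effect of over 55% in size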
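Purified P. pyralis luciferase, 10 nM final, with Km-level 10 uM D-luciferin and 10 uM ATP in 50 mM Tris acetate pH 7.5, 10 mM Mg acetate, 0.01% Tween-20, 0.05% BSA; 6-point qHTS titration about 60 µM downward; luminescence read.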
FBPA coupling cs – inhibits coupling enzyme system, counter-screen for aldolase hits; 290,000 compounds, 0.67% hits; activity change, negative = inhibition, % at 58.2 µM, hits read low; coupling enzyme system counterscreen, AmpLite Red fluorescence; in the data active means activity change below about -30%; further: on the % scale 0 is the no-effect control and ±100 the full control effect
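Final compound at 57.5 uM, incubated 10 min at RT with coupling enzyme reagent (glyceraldehyde-3-phosphate), then 20 min with substrate and AmpLite Red detection. Fluorescence read at 525/598 nm; tests interference with the coupling assay, not aldolase inhibition.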
NPC1 promoter act – activates the NPC1 promoter; Huh7 NPC1 promoter luciferase reporter, 24 h; Potency, µM (top dose mostly 9.22 µM), without a hit: at the highest dose activation, hits mostly activators; 320,000 compounds, 2.4% hits; AID 485313;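 further: potency means the concentration at half of the fitted maximal effect; % of control where 0% means no effect; nearly all actives have a fitted effect of over 60% in size; reporter is driven by a mutant NPC1 promoter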
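Cells: Huh7 expressing luciferase under the NPC1 promoter, 1500/well. Seeded 2 h, compound added, incubated 24 h at 37 °C. Luciferase reagent, 10 min ambient, then luminescence.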
Tb PFK inh – inhibitors of T. brucei phosphofructokinase; AID 485367; 330,000 compounds, 0.17% hits; O15648; Potency, µM (highest dose often 57.5 µM), for the others: top-dose activity, negative = inhibition, most hits filed as inhibitors; T. brucei PFK, ADP-Glo luminescence;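 further: potency means the concentration at half of the fitted maximal effect; 0% = uninhibited 1x PFK enzyme wells and -100% = no-enzyme wells; nearly all actives have a fitted effect of over 60% in size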
Target sequence (O15648 whole entry, looked up): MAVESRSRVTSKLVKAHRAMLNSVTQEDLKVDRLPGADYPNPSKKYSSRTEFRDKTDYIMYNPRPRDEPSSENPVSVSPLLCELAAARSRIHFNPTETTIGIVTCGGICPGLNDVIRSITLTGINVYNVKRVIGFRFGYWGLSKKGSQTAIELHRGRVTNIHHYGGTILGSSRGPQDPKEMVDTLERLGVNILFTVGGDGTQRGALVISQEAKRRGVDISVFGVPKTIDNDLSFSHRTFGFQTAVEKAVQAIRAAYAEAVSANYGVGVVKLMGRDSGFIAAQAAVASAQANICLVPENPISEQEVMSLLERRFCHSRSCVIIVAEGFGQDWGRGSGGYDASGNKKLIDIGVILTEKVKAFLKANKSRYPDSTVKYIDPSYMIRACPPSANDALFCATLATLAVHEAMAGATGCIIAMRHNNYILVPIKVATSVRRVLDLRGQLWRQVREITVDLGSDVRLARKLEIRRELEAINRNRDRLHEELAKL
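1.25 nM PFK with 0.5 mM F6P and 0.1 mM ATP in 0.1 M TEA pH 8.0, 5 mM MgCl2, incubated 45 min at room temperature; ADP measured by ADP-Glo luminescence; compounds titrated up to 57 uM.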
Active calls of the source: *; ? = inconclusive; . = no result given; [ ] = another dose, or the depositor's remark. Unless noted, the call rests on the fitted dose curve; in most records, active means well fitted curve in the direction sought with a large enough effect; inconclusive means small, poorly fitted or top-dose-only effect, or another doubt; inactive means no such curve, though single readings can be large; an effect the other way counts as inactive or inconclusive.

SMILES	RORg inh	Giardia kill	KCNH2 3.1 block	Rab9 prom act	Gal4-VP16 FLuc	uPA generation	ELG1 genotox	FLuc modulator	FBPA coupling cs	NPC1 promoter act	Tb PFK inh
COc1ccc(CNC(=O)C2CCN(S(=O)(=O)N3CCCC3)CC2)c(OC)c1	16%	-8	27	6%	-2%	4%	2%	-1%	2	3%	1%
O=C(CSc1ccncc1)Nc1ccc2ccccc2c1	31%	5	-35	9%	11%	2%	-5%	-16%	-5	3%	-11%
N#CCCN(C(=O)COC(=O)c1ccc2ccccc2n1)c1ccccc1	.	-6	-10	7%	.	5%	2%	.	.	1%	-7%
Cc1onc(-c2c(Cl)cccc2Cl)c1C(=O)N=C(N)N1CCCC1	22%	4	10	-4%	4%	4%	-5%	0%	4	1%	-1%
COc1ccc(C(=O)Nc2ccccc2)cc1S(=O)(=O)NCc1ccco1	12%	-4	2	-8%	14%	5%	0%	5%	-1	2%	0%
CNc1c(NS(=O)(=O)c2cc(Cl)ccc2OC)c(=O)oc2ccccc12	-12%	-5	8	4%	5%	2%	-16%	0%	-1	-1%	-2%
O=C(COC(=O)/C=C/c1ccc(S(=O)(=O)N2CCOCC2)cc1)NCc1ccc2c(c1)OCO2	0%	-1	9	8%	-2%	3%	3%	4%	1	-4%	-1%
CCSc1ccccc1C(=O)NCCCn1ccnc1	-6%	10	1	-8%	-5%	3%	-3%	3%	-6	5%	-2%
O=C(COc1ccc(Br)cc1Cl)NC(=S)N1CCc2ccccc21	0.79µM*	17	.	-8%	0.71µM*	-2%	13%	?	7	-4%	-7%
CNc1nc(SC)nc(N(C#N)CC(=O)OC)n1	?	-6	8	-4%	-16%	-6%	0%	0%	0	-10%	-3%
CSc1ncc2c(n1)-c1cc(C)ccc1SC2	-15%	-10	0	-8%	7%	-6%	0%	-2%	0	-6%	0%
CCc1nnc(NC(=O)CSc2nc(-c3ccccc3)nc3ccccc23)s1	-18%[10 µM]	-21	1	-8%	4%	-1%	17%	0%	7	-1%	-4%
COc1ccccc1N1CCN(C(=O)c2ccc(Cl)c(S(=O)(=O)N3CCCC3)c2)CC1	?	-14	4	-6%	-1%	-1%	-7%	-2%	1	-3%	0%
CCCN1CCC(NC(=O)C2CCN(C(C)=O)CC2)CC1	0%	12	3	1%	-8%	2%	1%	-1%	2	-7%	-1%
CC1=NN(C(N)=S)C(=O)C1N=Nc1ccc(S(N)(=O)=O)cc1 (stereo unspecified)	-10%[1.91 µM]	12	-6	-3%	?	10%	-2%	19µM*	2	6%	0%
COc1cc(-c2nnc(SCc3cc(=O)oc4cc(C)ccc34)o2)cc(OC)c1OC	-3%	5	5	8%	-9%	-2%	5%	?	5	-3%	1%
NC(=O)CC(NC(=O)c1ccccc1)c1ccc(N2CCN(c3ccc(F)cc3)CC2)c([N+](=O)[O-])c1 (stereo unspecified)	13%	1	-18	-7%	22µM*	-11%	-4%	1%	-1	-8%	0%
COc1ccc(C=O)cc1OS(=O)(=O)c1ccccc1[N+](=O)[O-]	39%	-19	-11	0%	17%	0%	-3%	-8%	-5	-3%	-1%
N#CC1=C(N)NC(SCc2ccccc2)=C(C#N)C12CCCC2	44%	-13	-7	-13%	-13%	-1%	1%	1%	-3	-4%	-4%
COc1ccccc1C(=O)N1CCc2ccccc21	-32%	1	-73*	-1%	-1%	.	5%	5%	-12	-6%	-2%
O=C1c2ccccc2C(O)(c2ccccc2)N1c1ccncc1 (stereo unspecified)	42%	-8	2	-7%	-6%	0%	-3%	0%	-1	-11%	-1%
Cc1ccc(NCN2C(=O)c3ccccc3C2=O)c(C)c1	11%	0	-14	0%	-1%	-7%	-2%	10%	5	-6%	-1%
CCOc1ccc(NC(=O)c2nn(C)cc2Br)cc1	-10%	?	0	3.2µM*	-5%	?	?	7.6µM*	-1	?	-10%
Cc1cc(=O)[nH]c(SCC2COC3(CCCCC3)O2)n1 (stereo unspecified)	14%	4	-13	2%	1%	1%	3%	-5%	2	6%	-1%
O=C(CCNS(=O)(=O)c1ccccc1C(F)(F)F)NNC(=O)c1csc(N2CCOCC2)n1	.	18	27	1%	.	0%	-3%	0%	.	6%	-4%
CC(=O)Nc1ccc(-c2cc(C(=O)O)c3ccccc3n2)cc1	10µM*	?	11	0%	?	-15%	-2%	3.4µM*	-2	-3%	-2%
O=C(CSc1nc2c(sc3ccccc32)c(=O)n1Cc1ccccc1)NCC1CCCO1 (stereo unspecified)	-27%	11	-18	-4%	-8%	-5%	?	2%	-4	0%	0%
CC1CCCCN1CC(=O)c1c(N)n(Cc2ccccc2)c(=O)n(C)c1=O (stereo unspecified)	25%	-2	-17	0%	2%	-5%	0%	-2%	-1	-5%	2%
CCCCCCCCC(=O)N/N=C/c1cccc(Br)c1	5%	-5	-8	-4%	-11%	8%	0%	0%	-21	-1%	-1%
Cc1cccc(CSCc2ccc(C(=O)NCC3CCCO3)o2)c1 (stereo unspecified)	?	5	18	-5%	-10%[10 µM]	0%	0%	2%	4	-1%	-3%
Cc1ccc(CNC(=O)C2CCCN(S(=O)(=O)N3CCC(C)CC3)C2)cc1 (stereo unspecified)	-4%	4	-2	0%	-5%	2%	0%	3%	.	20%	0%
O=C(Nc1ccc(F)cc1)C1CCCN(c2cnccn2)C1 (stereo unspecified)	-14%	-12	-4	2%	-20%	6%	0%	-7%	-8	-3%	-2%
COc1ccc(C2C(C(=O)N3CCOCC3)CCC(=O)N2c2ccc(OC)cc2)cc1 (stereo unspecified)	14%	-10	-27	-1%	2%	0%	0%	-7%	0	9%	-2%
CCCN1CCN(CCCNC(=O)c2ccc3c(Cl)c4c(nc3c2)CCCC4)CC1	-13%	4	12	-7%	-12%	?	7%	3%	7	-1%	1%
COC(=O)Cn1cnc2c(oc3ccccc32)c1=O	34%	?	2	0%	-19%	-1%	17%	?	-3	-2%	-5%
COc1cccc(C(=O)NCC(=O)OC(C)C(=O)NC23CC4CC(CC(C4)C2)C3)c1 (stereo unspecified)	.	-8	3	.	.	-2%	1%	.	.	.	2%
O=C1C(=Cc2cccn2-c2ccc(O)cc2)C(=O)c2ccccc21	13%	-15	-5	0%	-5%	-3%	1%	3.4µM*	-1	-1%	-5%
CC(/C=C/c1ccc2c(c1)OCO2)=N\NC(=O)c1ccccc1	5.6µM*	6	-9	?	16µM*	-10%	13%	-16%	3	17%	-2%
Cc1ccc(C)c(N2CCN(C(=O)Cc3ccc(NC4=NC5CS(=O)(=O)CC5S4)cc3)CC2)c1 (stereo unspecified)	-26%	10	1	-7%	-12%	12%	-2%	-2%	-1	-1%	-5%
COc1ccc(NC(=S)Nc2cc(S(=O)(=O)N3CCCCC3)ccc2OC)cc1	?	.	.	-1%	-13%	.	1%	0%	-1	2%	2%
Cn1c(Cc2cccs2)nnc1SCC(=O)Nc1ccccc1F	.	-20	-21	-2%	.	12%	-1%	6%	.	0%	3%
CC(C)N(C(=O)COC(=O)c1cccc(C(=O)OCC(=O)N(C(C)C)C(C)C)n1)C(C)C	1%	-21	-8	8%	13%	0%	2%	-6%	1	0%	-7%
CCN(CC)c1nc(C)c(C(C)=O)cc1C#N	-4%	-15	2	15%	8%	0%	2%	0%	0	12%	-4%
COc1ccc(-c2nc(C#N)c(N3CCCCCC3)o2)cc1	?	9	-3	-38%[inhibitor]	?	5%	-3%	-10%	-7	-3%	-8%
CCN(CC)CCn1c2ccc(F)cc2c2nc(C)sc21	1%	-3	-11	-5%	-2%	-9%	1%	-1%	-3	-4%	0%
COc1cccc(NC(=O)CN2CCC(C)CC2)c1	?	5	16	22%	-1%	0%	18%	?	0	14%	0%
COc1cc(NC(=O)c2ccc(C)cc2)c(OC)cc1NC(=O)CN1CCCCC1	44%	8	-6	21%	-3%	-2%	-5%	19µM*	5	23%	-2%
CCOC(=O)c1ccc(NC(=O)c2nc[nH]c2C(=O)NCCCCCNC(=O)OC(C)(C)C)cc1	11µM*	0	-32	-3%	?	10%	-15%	-16%	2	-2%	-12%
Oc1ccc(C(c2nnnn2C2CCCCC2)N2CCOCC2)cc1 (stereo unspecified)	7%	9	11	2%	8%	8%	3%	0%	3	-1%	1%
Cc1nn(C(=O)Cn2cc([N+](=O)[O-])cn2)c(C)c1Cl	10%	-12	-3	0%	0%	2%	-1%	3%	3	0%	1%
COC(=O)c1c(NC(=O)c2ccc(Br)o2)sc(C)c1C	-3%	5	-16	4%	-5%	-3%	0%	?	0	-2%	0%
